Screening results as filed in PubChem.
BRCA1 expr act: qHTS Assay to Identify Small Molecule Activators of BRCA1 Expression; MCF7-BRCA1-FFLuc reporter, luminescence, 48 h; response scale: scaled: vehicle 0%, 10 µM genistein 100%; Potency, µM (doses to about 46.1 µM), for inactives: top-dose activation, hits mostly activators; 380,000 tested, 1.1% active; note: potency is the fitted concentration of half-maximal effect; nearly all actives have a fitted effect of over 80% in size; some results filed as inactive show a strong effect at the top dose
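MCF7-BRCA1-FFLuc cells, 2000/well in phenol-red-free MEM, attached 2 h then treated 48 h at 37 C. Luciferase luminescence read 15 min after reagent; normalized to genistein maximum activation (10microM) and DMSO, concentration-response fitted.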
NPC1 prom act: qHTS Assay for NPC1 Promoter Activators; Huh7 NPC1 promoter luciferase reporter, 24 h; Potency, µM (top dose mostly 9.22 µM), inactives show top-dose activation, hits mostly activators; 320,000 tested, 2.4% active;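 note: potency is the fitted concentration of half-maximal effect; % of control where 0% means no effect; nearly all actives have a fitted effect of over 60% in size; reporter is driven by a mutant NPC1 promoter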
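Luminescence read-out of NPC1 promoter-driven luciferase in stably transfected Huh7 cells; compounds delivered in DMSO and left 24 h at 37C, 5% CO2, qHTS titration format.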
Rab9 prom act: qHTS Assay for Rab9 Promoter Activators | Huh7 Rab9 promoter-luciferase reporter, luminescence, 24 h | Potency, µM (series often up to 9.22 µM), without a hit: at the highest dose activation, negative = inhibition, actives largely listed as activators | 320,000 tested, 2.8% active; note: potency is the fitted concentration of half-maximal effect; % of control where 0% means no effect; nearly all actives have a fitted effect of over 60% in size
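Luciferase signal after 10 min detection reagent at ambient indicates Rab9 promoter upregulation; stably transfected Huh7 cells were treated 24 h with compound in DMSO at 37 °C, 5% CO2.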
Gal4-VP16 FLuc: VP16 counterscreen qHTS for inhibitors of ROR gamma transcriptional activity; Drosophila S2 Gal4-VP16 UAS-luciferase, luminescence, 20 h; Potency, µM (series often up to 53.6 µM), for the others: at the top dose activity, negative = inhibition, most hits filed as inhibitors; 310,000 tested, 3.5% active;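 note: Gal4-VP16 expression switched on by copper sulfate through the metallothionein promoter; potency is the fitted concentration of half-maximal effect; % is set by controls: 0 for no effect and ±100 for the full control effect; nearly all actives have a fitted effect of over 50% in size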
ELG1 genotoxic: qHTS screen for small molecules that induce genotoxicity in human embryonic kidney (HEK293T) cells expressing luciferase-tagged ELG1 | HEK293T ELG1-luciferase reporter, luminescence, 16 h | Potency, µM (top dose mostly 46 µM), for inactives: at the top dose activity change, positive = activation, actives largely listed as activators | 330,000 tested, 1.3% active | AID 504466, 2011; note: potency is the fitted concentration of half-maximal effect; % of control where 0% means no effect; nearly all actives have a fitted effect of over 60% in size
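Luminescence read-out: rising ELG1-luciferase signal, reflecting elevated ELG1 protein under genetic stress, flags genotoxic compounds. Cells were treated for 16 hr at 37 °C before ONE-Glo detection.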
p53 reactivator: qHTS assay for re-activators of p53 using a Luc reporter; H1299 p53-A138V BP100-luciferase reporter, luminescence, 24 h; Potency, µM (doses to about 92.2 µM), without a hit: at the highest dose activity change, positive = activation, usual class: activators; 320,000 tested, 0.063% active; note: potency is the fitted concentration of half-maximal effect; % of control where 0% means no effect; nearly all actives have a fitted effect of over 45% in size
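p53-null H1299 cells stably carrying temperature-sensitive p53-A138V and a BP100-luciferase reporter were pinned with compounds (4-point, 1:5 series) and held 24 hrs at 37 deg C. Luminescence was read 10 min after detection reagent.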
Giardia kill: Small Molecules that selectively kill Giardia lamblia: qHTS; AID 540267, 2011; activity change, % at 7.66 µM, hits read low; 340,000 tested, 0.15% active; Giardia lamblia trophozoite viability; in the data active = activity change below about -80%; inconclusive = between about -30% and that limit;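 note: parasites exposed to compound for two days anaerobically before the ATP read; % is set by controls: 0 for no effect and ±100 for the full control effect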
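Anaerobic 48 hrs incubation at 37 deg C of 100 trophozoites/well with test compounds; ATPLite 1-Step luminescence, 15-30 min RT, reports cellular ATP as viability.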
FLuc modulator: qHTS profiling assay for firefly luciferase inhibitor/activator using purifed enzyme and Km concentrations of substrates (counterscreen for miR-21 project); purified FLuc, Km substrates, luminescence inhibition; Potency, µM (doses to about 57.5 µM), for the others: at the top dose activity change, negative = inhibition, hits mostly inhibitors; 360,000 tested, 6.9% active; AID 588342, 2011;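 note: potency is the fitted concentration of half-maximal effect; plate controls were vehicle for no effect and reference inhibitor for full effect; nearly all actives have a fitted effect of over 55% in size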
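Purified P. pyralis luciferase, 10 nM final, with Km-level 10 uM D-luciferin and 10 uM ATP in 50 mM Tris acetate pH 7.5, 10 mM Mg acetate, 0.01% Tween-20, 0.05% BSA; 6-point qHTS titration about 60 µM downward; luminescence read.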
RORg inh: qHTS for inhibitors of ROR gamma transcriptional activity. 310,000 tested, 5.4% active. Potency, µM (doses to about 53.6 µM), for the others: at the highest dose activity change, negative = inhibition, most hits filed as inhibitors. Drosophila S2 Gal4-RORgamma UAS-luciferase reporter, 20 h. Nuclear receptor ROR-gamma (Mus musculus), P51450. AID 2551, 2010; note: potency is the fitted concentration of half-maximal effect; % is set by controls: 0 for no effect and ±100 for the full control effect; nearly all actives have a fitted effect of over 60% in size
Target sequence (P51450 whole entry, looked up, the tested form may be a part): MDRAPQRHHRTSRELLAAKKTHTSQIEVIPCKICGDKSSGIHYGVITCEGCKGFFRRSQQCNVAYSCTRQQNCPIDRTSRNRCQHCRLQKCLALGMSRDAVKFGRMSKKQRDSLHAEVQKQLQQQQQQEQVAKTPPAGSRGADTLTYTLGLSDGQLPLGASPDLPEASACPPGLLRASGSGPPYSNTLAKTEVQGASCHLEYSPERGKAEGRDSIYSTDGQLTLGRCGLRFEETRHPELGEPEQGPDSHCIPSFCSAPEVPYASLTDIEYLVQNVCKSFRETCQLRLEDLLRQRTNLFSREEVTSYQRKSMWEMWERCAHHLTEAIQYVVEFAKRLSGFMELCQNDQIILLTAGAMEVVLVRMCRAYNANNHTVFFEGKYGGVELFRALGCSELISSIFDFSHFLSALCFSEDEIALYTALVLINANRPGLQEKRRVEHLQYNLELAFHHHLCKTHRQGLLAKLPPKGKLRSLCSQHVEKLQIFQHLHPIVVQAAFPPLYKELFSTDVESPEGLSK
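Luciferase reporter read in Schneider cells carrying Gal4-RORγ (mouse) and UAS-Photinus luciferase; cells given compound 1 h before 700 uM copper sulfate induction, then incubated 20 h at ambient temperature.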
Menin MLL FP TR: qHTS Assay for Inhibitors Targeting the Menin-MLL Interaction in MLL Related Leukemias: Competition With Texas Red Labeled MLL-derived Mutant Peptide. Menin + Texas Red MLL mutant peptide, fluorescence polarization. 270,000 tested, 0.23% active. Potency, µM (top dose mostly 61.6 µM), for the others: top-dose FP activity change, negative = inhibition, actives largely listed as inhibitors. O00255; active = well fitted inhibition curve with a large enough effect in the polarisation, with a control signal flat, not every such curve was filed as active; inconclusive = small, poorly fitted or top-dose-only effect, or effect the other way, or a change in a side signal; inactive = no such curve, though single readings can be large or run the other way; the % refers to the polarisation; note: potency is the fitted concentration of half-maximal effect; % of control where 0% means no effect; many of its hits are not listed in these tables
Target sequence (O00255 whole entry, looked up): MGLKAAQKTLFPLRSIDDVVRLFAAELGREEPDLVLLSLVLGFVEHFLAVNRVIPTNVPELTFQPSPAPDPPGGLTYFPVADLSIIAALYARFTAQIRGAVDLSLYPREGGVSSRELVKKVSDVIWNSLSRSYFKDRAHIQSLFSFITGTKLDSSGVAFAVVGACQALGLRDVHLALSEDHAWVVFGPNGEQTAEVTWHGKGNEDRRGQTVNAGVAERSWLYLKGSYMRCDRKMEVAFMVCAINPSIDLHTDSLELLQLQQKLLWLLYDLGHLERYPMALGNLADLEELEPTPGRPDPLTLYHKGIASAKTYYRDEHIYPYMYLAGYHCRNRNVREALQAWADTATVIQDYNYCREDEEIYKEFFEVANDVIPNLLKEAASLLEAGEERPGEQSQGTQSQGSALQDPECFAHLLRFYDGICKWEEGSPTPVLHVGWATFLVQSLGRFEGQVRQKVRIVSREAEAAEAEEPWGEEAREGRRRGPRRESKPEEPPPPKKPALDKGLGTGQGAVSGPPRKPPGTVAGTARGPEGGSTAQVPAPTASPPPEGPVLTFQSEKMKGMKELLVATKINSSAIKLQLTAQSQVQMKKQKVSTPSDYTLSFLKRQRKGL
PKM2 act: qHTS Assay for Activators of Human Muscle isoform 2 Pyruvate Kinase; Pyruvate kinase PKM (Homo sapiens), P14618; purified PKM2, Kinase-Glo ATP luminescence, activation; response scale: 0% is enzyme alone, no compound; Potency, µM (titrated, usually from 57.5 µM), without a hit: at the highest dose activation, hits mostly activators; 260,000 tested, 0.34% active; note: potency is the fitted concentration of half-maximal effect; % is set by controls: 0 for no effect and ±100 for the full control effect; nearly all actives have a fitted effect of over 55% in size
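Kinase-Glo luminescence reports ATP generated from ADP (0.1 mM) and PEP (0.5 mM) by purified hPK-M2 after 1 h at room temperature, pH 7.2 imidazole buffer; intermediate enzyme activity allows detecting inhibitors and activators.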
Active calls of the source: *; ? = inconclusive; . = no result given; & = joins results of further samples; [ ] = dose if it differs, or a comment. Unless noted, calls come from the whole dose curve; as a rule, active = well fitted curve in the direction sought with a large enough effect; inconclusive = small, poorly fitted or top-dose-only effect, or another doubt; inactive = no such curve, though single readings can be large; an effect the other way counts as inactive or inconclusive.

cpd	canonical_smiles	BRCA1 expr act	NPC1 prom act	Rab9 prom act	Gal4-VP16 FLuc	ELG1 genotoxic	p53 reactivator	Giardia kill	FLuc modulator	RORg inh	Menin MLL FP TR	PKM2 act
1	CC(C)(C)c1ccc(S(=O)(=O)N2CCC(O)(c3ccc(Cl)cc3)CC2)cc1	-27%	-4%	0%	?	-7%	14%	30	-1%	24%	.	-5%
2	Clc1cccc(-c2nc3nc4ccccc4nc3n2Cc2ccccc2)c1	-15%	-2%	-8%	-15%	0%	-6%	-3	-5%	-8%	-7%	-9%
3	O=C(c1ccccc1[N+](=O)[O-])N(CCc1ccccc1)Cc1ccccc1	-7%	0%	9%	0%	10%	8%	4	-3%	-5%	.	1%
4	CC(=O)Nc1cccc(N=NN2CCCCC2)c1	1%	7%	14%	7%	9%	2%	-1	17µM*	18%	-2%	3%
5	O=C(COC(=O)c1cc(S(=O)(=O)N2CCCC2)ccc1O)NCCc1ccccc1	2%	0%[1.84 µM]	-1%	.	2%	8%	8	1%	.	.	.
6	Cc1cccc(/C(N)=N/OC(=O)c2ccc(Cl)cc2Cl)c1	?	0.13µM*	0.32µM*	20µM*	?	?	-3	0.48µM*	2µM*	0%	-31%
7	COc1cccc2oc(-c3ccco3)cc(=O)c12	44%	?	?	4%	?	?	8	15µM*	-10%	1%	-12%
8	O=S(=O)(Nc1ccc2c(c1)nc1n2CCOC1)c1ccccc1	1%	-8%	-3%	1%	-1%	7%	3	0%	20%	-20%	16%
9	O=C(O)c1ccc2ncsc2c1	12%	?	3.5µM*	-3%	14%	2%	-2	?	-1%	.	-1%
10	CCCc1cc(=O)oc2cc(OCC(=O)Nc3ccccn3)ccc12	0%	3.5µM*	?	-13%	21µM*	16%	-11	15µM*	-1%	.	.
11	O=C(O)CNC(=O)c1nc(-c2ccccc2)n(-c2ccccc2)n1	0%	0%	-5%	6%	0%	2%	0	8%	1%	-4%	2%
12	COc1cccc(NC2=C(NCCO)C(=O)c3ccccc3C2=O)c1	-46%	1%	17%	1%	0%	.	12	-15%	-34%	?	-12%
13	CCn1c(/C=C/c2ccccc2C)nc2ccccc2c1=O	34%	0%	3%	1%	5%	2%	?	?	-10%	.	-4%
14	O=C(O)[C@H](CSCc1ccccc1)NS(=O)(=O)c1ccc(F)cc1	9%	-3%	2%	5%	-5%	-6%	2	3%	-1%	-9%	-17%
15	COc1ccc(NS(=O)(=O)c2cccc3cccnc23)cc1Cl	-12%	2%	5%	-9%	-1%	-5%	6	0%	?	56%[activator]	.
16	CCOc1ccc(S(=O)(=O)N/N=C(\C)c2ccc3c(c2)OCO3)cc1	2%	2%	-5%	-11%	-11%	4%	-15	-7%	?	5%	0%
17	CC(NC(=O)Cn1cc(C(=O)C2CC2)c2ccccc21)c1ccccc1 (centres undefined)	-17%	-5%	-1%	2%	-1%	-7%	14	-2%	29%	0%	1%
18	Cc1cccc(C)c1NC(=O)COc1ccc2c(C)c(Cc3ccccc3)c(=O)oc2c1	-13%	-2%	-7%	-13%	0%	-3%	-3	3%	26%	-7%	-2%
19	O=C1CC(c2ccco2)CC(O)=C1C=NCCN1CCN(C(=O)Nc2ccc(Cl)cc2)CC1 (centres undefined)	-8%	0%	1%	-1%	3%	0%	4	1%	28%	1%	-8%
20	O=C(CCCN1C(=O)c2ccccc2C1=O)Nc1nccs1	-8%	1%	1%	1%	1%	-4%	-7	6%	-3%	7%	-12%

Retrieved by structure from the entries so far (3):
cpd	canonical_smiles	BRCA1 expr act	NPC1 prom act	Rab9 prom act	Gal4-VP16 FLuc	ELG1 genotoxic	p53 reactivator	Giardia kill	FLuc modulator	RORg inh	Menin MLL FP TR	PKM2 act
20	O=C(CCCN1C(=O)c2ccccc2C1=O)Nc1nccs1	-8%	1%	1%	1%	1%	-4%	-7	6%	-3%	7%	-12%
13	CCn1c(/C=C/c2ccccc2C)nc2ccccc2c1=O	34%	0%	3%	1%	5%	2%	?	?	-10%	.	-4%
19	O=C1CC(c2ccco2)CC(O)=C1C=NCCN1CCN(C(=O)Nc2ccc(Cl)cc2)CC1 (centres undefined)	-8%	0%	1%	-1%	3%	0%	4	1%	28%	1%	-8%

Structural class: those above containing a furan ring, fused or not.
cpd	canonical_smiles	BRCA1 expr act	NPC1 prom act	Rab9 prom act	Gal4-VP16 FLuc	ELG1 genotoxic	p53 reactivator	Giardia kill	FLuc modulator	RORg inh	Menin MLL FP TR	PKM2 act
7	COc1cccc2oc(-c3ccco3)cc(=O)c12	44%	?	?	4%	?	?	8	15µM*	-10%	1%	-12%
19	O=C1CC(c2ccco2)CC(O)=C1C=NCCN1CCN(C(=O)Nc2ccc(Cl)cc2)CC1 (centres undefined)	-8%	0%	1%	-1%	3%	0%	4	1%	28%	1%	-8%

Continued:
cpd	canonical_smiles	BRCA1 expr act	NPC1 prom act	Rab9 prom act	Gal4-VP16 FLuc	ELG1 genotoxic	p53 reactivator	Giardia kill	FLuc modulator	RORg inh	Menin MLL FP TR	PKM2 act
21	Cc1cccc(NC(=O)CC2SC(=O)N(c3ccccc3)C2=O)c1 (centres undefined)	-20%	0%	-1%	?	0%	5%	-17	-16%	?	.	3%
22	CCOc1ccc2ccccc2c1/C=N\NC(=O)OC	-25%	-1%	0%	1%	5%	-2%	-21	-2%	-16%	5%	3%
23	COc1ccc(-c2nc(CN3CCN(c4ccccc4OC)CC3)c(C)o2)cc1	-33%	-4%	-4%	-4%	-14%	-4%	-20	-18%	-30%	-15%	?
24	O=C(Oc1ccc(-c2cnc3ccccc3n2)cc1)c1cc([N+](=O)[O-])ccc1Cl	?	4µM*	9%	6%	?	?	-6	?	-14%	20%	-13%
25	COc1ccccc1/C=N/NC(=O)NC12CC3CC(CC(C3)C1)C2	-33%	-2%	-5%[1.84 µM]	-7%	0%	5%	-15	?	-10%	?	.
26	O=C(CSc1nnnn1-c1ccccc1)Nc1nsc(-c2ccccc2)n1	6%	1%	-5%	.	5%	2%	3	-1%	2%[0.365 µM]	8%	0%
27	CCn1c(=S)sc2c(=O)n(CC(=O)Nc3ccccc3OC)c(C)nc21	-6%	-1%	0%	-5%	-1%[9.26 µM]	-1%	-13	-2%	6%	42%[activator]	.
28	O=c1[nH]cc(-c2ccccc2)c(=O)[nH]1	-7%	-3%	4%	0%	-1%	-2%	8	-1%	7%	-8%	2%
29	Cc1nn(C(=O)Cn2ccc([N+](=O)[O-])n2)c(C)c1Br	17%	-4%	6%	11%	1%	1%	3	1%	12%	0%	8%
30	O=S(=O)(/C=C/c1ccccc1)N1CCN(c2ccccc2)CC1	-2%	6%	2%	-3%	-4%	5%	-9	1%	0%[10 µM]	-20%	0%
31	CC1c2cc3c(cc2CCN1C(=O)c1cccc(Cl)c1)OCCCO3 (centres undefined)	-25%	-16%	-9%	0%	-12%	-11%	-15	-19%	-31%	.	.
32	CS(=O)(=O)c1cccc(C(=O)Nc2ccc(-c3nc4ccccc4[nH]3)cc2)c1	102%	19%	18%	?	16%	16%	24	-1%	-13%	-7%	1%[0.46 µM]
33	O=C(Cn1c(=O)oc2cc(S(=O)(=O)N3CCCC3)ccc21)Nc1ccc(C(F)(F)F)cc1	-3%	-4%	-6%	-2%	9%	-2%	-16	-13%	-2%	25µM*	0%
34	CCc1ccccc1Nc1nc(N)nc(COC(=O)CCC(=O)c2ccc(F)cc2)n1	-16%	0%	-4%	.	5%	?	8	-15%	.	.	.
35	O=C(CSc1ncn[nH]1)Nc1ccc(Br)cc1F	10%	1%	3%	5%	2%	15%	-8	?	?	5%	?
36	Nc1ccc(-n2nncc2-c2ccco2)cc1	2%	-4%	-11%	0%	-3%	3%	-2	4%	?	-21%	-4%
37	COc1ccc(NC(=O)c2cc(NC(=O)C3CCCCC3C(=O)O)ccc2N2CCOCC2)cc1 (centres undefined)	-8%	-6%	-4%	-4%	2%	-17%	7	1%	16%	.	-5%
38	COc1ccc(N2CCN(C(=O)Nc3ccccc3Cl)CC2)cc1	4%	0%	-2%	-24%	0%	-4%	-8	-3%&2%	-6%	-3%	1%

Not all compounds are listed; rates above refer to the full screens.
